D2 antag = D2 dopamine receptor (human) antagonism. P14416. HEK293 TREx D2 cells, calcium flux, dopamine EC80. inhibition, % at 10 µM. 340,000 tested, 2% active; in the data active = inhibition above about 30%; also: 0% is about no effect
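Tetracycline-induced HEK293 TREx cells expressing D2 receptor forced-coupled to calcium signalling, loaded with no-wash calcium dye. Compounds added and calcium flux read 180 s, then dopamine added at EC80 and read a further 180 s.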
D2 agonist = agonists of human D2 dopamine receptor. 340,000 tested, 0.53% active. HEK293 T-REx D2 cells, calcium flux agonist mode. activation, % at 2 µM. AID 485358;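 active = activation over 3 SD above normal in the single-dose calcium agonist read, cut at about 30% in these data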; also: 0% is about no effect
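Calcium-flux readout, 1 cycle/sec over 180 s following compound pin transfer, in inducible HEK293 Trex D2 cells (force-coupled); dopamine controls included. Positive calcium responses during this window marked compounds as potential agonists.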
mIDH1 inhibitor = human IDH1 R132H inhibition. O75874. IDH1-R132H enzyme, NADPH consumption, diaphorase/resazurin fluorescence. Potency, µM (series often up to 76.6 µM), for the others: at the highest dose activity change, negative = inhibition, actives largely listed as inhibitors. 390,000 tested, 0.093% active. AID 602179; also: potency is read from the fitted curve at half-maximal effect; % is scaled to controls: 0 for no effect and ±100 for the full control effect; nearly all actives have a fitted effect of over 65% in size
Target sequence (O75874 whole entry R132H, stated change not applied): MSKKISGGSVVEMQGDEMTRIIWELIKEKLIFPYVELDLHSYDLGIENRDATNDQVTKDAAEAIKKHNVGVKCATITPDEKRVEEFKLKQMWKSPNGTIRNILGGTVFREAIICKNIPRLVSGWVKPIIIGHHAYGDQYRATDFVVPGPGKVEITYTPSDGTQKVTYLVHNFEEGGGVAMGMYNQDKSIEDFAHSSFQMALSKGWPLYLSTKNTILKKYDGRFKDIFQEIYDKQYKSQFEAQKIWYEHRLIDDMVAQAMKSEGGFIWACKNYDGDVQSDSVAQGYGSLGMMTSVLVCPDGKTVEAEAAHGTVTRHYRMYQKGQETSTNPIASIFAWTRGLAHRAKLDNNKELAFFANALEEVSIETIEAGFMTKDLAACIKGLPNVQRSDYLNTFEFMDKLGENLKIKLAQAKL
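IDH1-R132H (0.5 ug/mL) preincubated 30 min with compound, then NADPH (0.016 mM) and alpha-KG (2 mM) added; 80 min at RT, pH 7.5. Remaining NADPH coupled via diaphorase/resazurin to fluorescence (540/590 nm); concentration-response curves normalized to no-enzyme control.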
PI4K2A block = inhibitors of human PI4K2A | AID 1346378 | 420,000 tested, 0.13% active | Q9BTU6 | purified PI4K2A, ADP-Glo luminescence, 1 h; hits give low values | activity change, negative = inhibition, % at 76.9 µM; in the data active = activity change below about -50%; inconclusive = mostly about -30% to -49%;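 also: -100% = wells without enzyme as full effect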
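PI4K2A activity was measured by ADP-Glo luminescence: enzyme (4 ug/mL stock) and phosphatidylinositol (1.2 mM stock) in Tris pH 7.5/MgCl2/EGTA/Triton X-100 buffer were reacted with ATP (300 microM stock) for one hour at ambient temperature.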
TRHR enhancer = allosterically enhances the human TRH receptor. P34981. TRHR cells, fluo-8 calcium fluorescence, EC20 TRH enhancement. enhancement, % at 2 µM. 360,000 tested, 0.66% active. AID 493056; in the data active = enhancement above about 30%; also: 0% is about no effect
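Enhancer read-out: after compound pinning and an initial kinetic agonist-mode read, an EC20 of TRH (10 nM final) was injected and fluo-8 calcium signal (Ex 480/Em 530) followed at 1 s/cycle for 100 cycles in TRHR-expressing cells.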
USP1-UAF1 inh = USP1/UAF1 (human) deubiquitinase inhibition; Potency, µM (series often up to 57.1 µM), for inactives: at the top dose activity change, negative = inhibition, hits mostly inhibitors; 390,000 tested, 0.23% active; O94782; recombinant USP1/UAF1, Ub-Rhodamine cleavage fluorescence; also: potency is read from the fitted curve at half-maximal effect; % is scaled to controls: 0 for no effect and ±100 for the full control effect; nearly all actives have a fitted effect of over 60% in size; inactives centre near -12
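1 nM enzyme complex + cpd, 15 min RT; start with Ub-Rho 150nM final; kinetic fluorescence ex 480/em 540, 6 reads q60 s. Buffer 50mM HEPES pH 7.8, 0.5mM EDTA, 0.1 mg/ml BSA, 1mM TCEP, 0.01% Tween-20.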
TrxR1 substrate = rat thioredoxin reductase 1 substrate activity | purified TrxR1 substrate turnover, NADPH consumption readout | Potency, µM (series often up to 114 µM), inactives show at the highest dose activity change, negative = substrate turnover | 390,000 tested, 0.01% active | AID 588456; also: potency is read from the fitted curve at half-maximal effect; % is scaled to controls: 0 for no effect and ±100 for the full control effect; nearly all actives have a fitted effect of over 50% in size
Target sequence (O89049 whole entry, looked up): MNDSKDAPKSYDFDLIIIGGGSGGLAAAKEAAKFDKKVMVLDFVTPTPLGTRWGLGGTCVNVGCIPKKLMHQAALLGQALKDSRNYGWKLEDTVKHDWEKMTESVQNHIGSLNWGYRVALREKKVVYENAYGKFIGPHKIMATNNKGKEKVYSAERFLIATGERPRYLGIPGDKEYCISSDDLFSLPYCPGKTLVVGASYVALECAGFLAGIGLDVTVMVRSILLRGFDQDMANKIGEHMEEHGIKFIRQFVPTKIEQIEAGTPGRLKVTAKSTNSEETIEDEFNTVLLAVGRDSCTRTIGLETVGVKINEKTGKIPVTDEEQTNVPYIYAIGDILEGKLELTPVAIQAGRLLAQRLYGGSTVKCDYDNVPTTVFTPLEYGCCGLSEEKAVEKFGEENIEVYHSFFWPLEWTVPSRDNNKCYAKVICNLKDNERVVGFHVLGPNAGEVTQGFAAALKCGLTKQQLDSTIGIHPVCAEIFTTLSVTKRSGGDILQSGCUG
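Rat TrxR1, dispensed at 90 nM, was prereduced with 400 uM NADPH (final) for 5 min at ~22 deg C, then incubated with compound 15 min before 400 uM selenite. A first-read NADPH fluorescence drop versus no-compound background flagged substrates.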
TRHR agonist = agonists of human TRH receptor; P34981; TRHR cells, calcium flux fluo-8, FDSS agonist mode; activation, % at 2 µM; 360,000 tested, 0.18% active; AID 493084; in the data active = activation above about 30%; also: 0% is about no effect
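TRHR-expressing cells loaded with fluo-8 calcium dye; 23 nL library compound pin-transferred, kinetic FDSS fluorescence (Ex 480/Em 530) recorded about 180 s for agonist-induced calcium release, before a 10 nM TRH EC20 addition for potentiator mode.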
TrxR1 inh = blocks rat thioredoxin reductase 1. 390,000 tested, 1% active. recombinant rTrxR1, NADPH fluorescence consumption, selenite substrate. O89049. AID 588453. Potency, µM (top dose mostly 114 µM), without a hit: at the highest dose activity change, negative = inhibition, most hits filed as inhibitors; also: potency is read from the fitted curve at half-maximal effect; % is scaled to controls: 0 for no effect and ±100 for the full control effect; nearly all actives have a fitted effect of over 65% in size
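Rat TrxR1 (90 nM in the dispensed reagent) was pre-reduced with 400 uM NADPH for 5 min at room temperature, then incubated with compound for 15 min. After 400 uM selenite was added, NADPH fluorescence (Ex 340/Em 450 nm) was followed for 8 min.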
The depositor's hits bear a star; ? = inconclusive; . = not tested or not shown; [ ] = remark or other dose. Unless noted, calls follow the shape of the dose curve; as a rule, active = well fitted inhibition curve with a large enough effect; inconclusive = small, poorly fitted or top-dose-only effect; inactive = no such curve, though single readings can be large or run the other way. Rows were taken by chance (roughly 3.9% active in at least one column).

SMILES	D2 antag	D2 agonist	mIDH1 inhibitor	PI4K2A block	TRHR enhancer	USP1-UAF1 inh	TrxR1 substrate	TRHR agonist	TrxR1 inh
CC(=O)c1ccc(N2CCN(C(=O)CCN3C(=S)NC(C)(C)CC3C)CC2)cc1 (configuration not stated)	-15.9	0.3	7.5%	-4.5	-0.8	-7.4%	-12.6%	-0.4	-29.9%
Cc1cccc(C)c1OCC(O)CNC(C)(C)C (configuration not stated)	-0.3	-0.6	0.7%	-1.5	4.1	-15.0%	6.6%	1.2	21.8%
C/C=C(\C)CN1CCC(n2nccc2NC(=O)CCc2ccccc2)CC1	-2.9	-0.8	14.4%	2.4	13.6	-26.7%	4.5%	1.1	15.7%
COc1ccc(CCNC(=O)CNC(=O)c2ccco2)cc1	-1.2	1.1	-12.3%	-2.2	3.6	-2.6%	2.4%	-0.2	18.3%
O=c1c(NCCc2ccc(Cl)cc2)nccn1-c1ccccc1	.	-0.2	0.5%	-0.1	2.6	1.6%	-2.2%[57.1 µM]	0.2	-5.2%[57.1 µM]
Cc1ncc([N+](=O)[O-])n1Cc1cccc(F)c1	.	.	6.9%	-2.8	-0.4	-23.3%	-3.2%	0.7	13.4%
CC[C@]12c3[nH]c4ccc(Cl)cc4c3CCN1C(=O)[C@@H](CC(=O)NCCC1=CCCCC1)C[C@@H]2C(=O)N1CCN(C(=O)c2ccco2)CC1	.	.	?	-1.0	.	-24.0%	0.3%	.	5.2%
CCCCN(CCCC)C(=O)CN(C)S(=O)(=O)c1ccc2c(c1)n(C)c(=O)c(=O)n2C	2.8	-1.0	11.3%	-7.0	-7.0	-16.9%	13.1%	-0.5	6.9%
CSc1nnc(C)c(=O)n1COC(=O)c1cc(Cl)ccc1[N+](=O)[O-]	.	.	0.0%	1.7	-6.8	-15.6%	-0.4%	0.1	?
CCOC(=O)C1=C(CN2CCCCCC2)NC(=O)NC1c1ccc2c(c1)OCO2 (configuration not stated)	-12.4	-0.1	4.7%	15.7	-5.5	-1.6%	-2.2%[57.1 µM]	-0.3	14.8%[57.1 µM]
COC(=O)C1=C(C)N(Cc2ccc(OC)cc2)C(=O)/C1=C\c1ccco1	.	.	8.1%	-2.7	-3.9	-23.0%	-7.6%	0.4	35.5µM*
CC1CC(C)CN(CCOc2ccccc2-c2ccccc2)C1 (configuration not stated)	78.8*	-0.9	9.1%	7.8	4.2	-6.1%	-5.1%[11.4 µM]	0.6	5.8%
CCOc1ccc(S(=O)(=O)NCCc2csc3nc(-c4ccc(F)cc4)nn23)cc1	.	1.3	18.5%	-2.8	-2.2	-14.8%	0.4%[57.1 µM]	0.3	8.8%[57.1 µM]
CC(C)CC(=O)Nc1nnc(SCC(=O)NC2CCCCC2)s1	7.5	1.0	-3.7%	1.8	3.5	-20.8%	10.4%	-0.1	38.5%[activator]
COC(=O)C(C)n1cnc2c(nnn2-c2ccc(OC)cc2)c1=O (configuration not stated)	-14.7	-1.1	4.9%	8.2	6.9	-18.7%	9.2%[57.1 µM]	0.4	-0.9%[57.1 µM]
Cc1ccnc(NS(=O)(=O)c2ccc(N3C(=O)c4ccccc4C3=O)cc2)n1	1.6	1.8	6.8%	-0.1	-2.0	-13.3%	5.3%	0.1	15.5%
Cc1ccccc1CSc1nc(-c2cccc(F)c2)nc2c1Cc1c(CO)cnc(C)c1O2	.	0.4	-15.6%	1.9	-4.8	-18.2%	3.1%	0.1	-17.2%
Clc1ccccn1	1.1	0.6	8.5%	0.4	8.4	-6.7%	3.4%	0.0	19.9%
COc1ccc(C(=O)Nc2ccc3nc(SCC(=O)N4CCCC4)sc3c2)cc1	.	-0.6	-11.7%	-0.5	-0.8	-0.6%	-3.7%	-0.2	14.8%
O=C(CCS(=O)(=O)c1ccc(Cl)cc1)N1CCN(S(=O)(=O)c2cccs2)CC1	25.5	0.6	6.7%	-0.1	-1.8	-8.2%	-4.5%[57.1 µM]	0.9	11.5%[57.1 µM]
Cc1nc2sc3c(c2c(=O)o1)CC(C)(C)OC3	13.2	0.7	3.1%	12.8	3.2	-3.8%	3.7%[57.1 µM]	0.0	16.4%[57.1 µM]
Cc1ccc(C(=O)CSc2nnnn2Cc2ccccc2)cc1C	-6.0	0.5	7.5%	0.1	0.9	-21.6%	1.0%	2.0	7.2%
NC(=O)c1ccccc1NC(=O)Cc1cccs1	-5.7	-0.4	3.9%	27.4	7.5	-18.5%	7.7%	0.1	12.4%
Cc1ccc(-n2[nH]c(C)c(/C=N/Nc3ccc([N+](=O)[O-])cc3[N+](=O)[O-])c2=O)cc1	3.7	-0.7	3.2%	-23.4	-5.2	-13.8%	-20.4%	-0.5	?
N#C/C(=N/Nc1ccc([N+](=O)[O-])cc1)C(=N)N1CCCCC1	12.3	-0.3	-5.4%	-7.0	-0.6	-9.3%	-22.9%	0.5	-13.5%
N/C(=N\OC(=O)COc1cc(Cl)c(Cl)cc1Cl)c1ccncc1	-7.1	4.3	-6.9%	-1.8	-0.4	-8.4%	7.6%	2.3	35.6%
O=C(C1CC(c2ccc(F)cc2)=NO1)N1CCN(Cc2ccccc2)CC1 (configuration not stated)	-1.3	-0.8	0.5%	-5.1	3.1	-8.3%	8.5%[57.1 µM]	0.6	4.6%[57.1 µM]
O=C1CCC(=O)N1c1ccccc1	3.0	0.8	2.0%	3.6	-0.1	-7.9%	-5.8%	0.4	11.3%[57.1 µM]
CCNc1ccc(Br)cc(C(=O)/C=C/c2ccccc2Cl)c1=O	.	.	9.6%	8.4	.	28.2µM*	-3.8%	.	?
COc1ccc2cc(CN(CCCN3CCOCC3)Cc3nnnn3C3CCCC3)c(=O)[nH]c2c1	-6.9	0.7	2.2%	-2.7	3.5	-6.3%	10.3%	-0.6	?
CCCCNC(=O)Cn1cnc2c(cnn2-c2ccc(C)c(C)c2)c1=O	-6.5	0.7	5.1%	0.4	-0.8	1.6%	13.3%	0.8	28.4%
CCOC(=O)c1cccc(NC(=O)CCc2nnc3ccc(N4CCOCC4)nn23)c1	-19.8	-0.4	10.5%	5.8	8.2	-12.4%	3.1%	0.2	13.4%
O=C(NC(=S)N1CCc2ccccc21)c1ccco1	-3.0	-0.6	7.1%	-4.1	2.5	-17.4%	-5.8%[57.1 µM]	0.1	-6.9%[57.1 µM]
O=C(NCc1ccccc1)c1cc(-c2cccs2)on1	.	.	4.3%	0.6	-4.8	-1.5%	-2.6%	-0.5	-2.3%
Cc1nc(SCC(=O)NCC2CCCO2)nc(C)c1C (configuration not stated)	.	.	-6.1%	-0.8	.	-7.6%	-5.4%	.	-10.4%
O=C(N/N=C/c1cccnc1)C1CCCN(S(=O)(=O)c2ccccc2)C1 (configuration not stated)	9.3	-0.5	0.0%	1.4	9.0	-1.6%	10.9%[57.1 µM]	-0.1	3.3%[57.1 µM]
CC(C)C[C@@H](CN)NC(=O)c1nc[nH]c1C(=O)N[C@@H](CC(=O)O)C(=O)CNC[C@H](C)NC(=O)c1nc[nH]c1C(=O)N[C@@H](CC(=O)O)C(=O)O	.	.	9.5%	-2.3	.	-16.9%	6.5%	.	3.3%
O=C(Nc1ccccc1)Nc1ccc(C(=O)N2CCOCC2)cc1	6.5	1.0	0.2%	-28.8	-2.0	-5.6%	-0.1%	0.7	11.8%
Cc1sc(NC(=O)c2cccnc2)nc1-c1ccccc1	-1.8	-0.2	11.1%	-1.8	10.2	-14.1%	6.8%	-0.6	16.5%
O=C(Cc1ccccc1)NCC(=O)Nc1ccc(OC(F)(F)F)cc1	16.5	-0.5	9.9%	-4.0	-18.6	-13.8%	2.8%	-0.3	5.4%
O=C(C[n+]1cccc(CNC(=O)c2ccc(OC(F)F)cc2)c1)Nc1ccccc1Cl	-3.1	0.5	4.3%	-6.6	8.7	-13.1%	-6.8%	0.6	-3.7%
Cc1cccc(N(C)c2cc(C)nc3nc(C)nn23)c1	.	.	-6.6%	-4.1	4.8	-18.2%	4.6%[57.1 µM]	-0.7	9.9%[57.1 µM]
Cc1ccc(NC(=O)CN2C(=O)CCc3cc(S(=O)(=O)N4CCOCC4)ccc32)cc1N(C)C	.	1.0	8.2%	2.3	-0.5	?	1.0%[57.1 µM]	-0.5	8.4%[57.1 µM]
O=C(COC(=O)c1cnccn1)Nc1ccccc1-c1ccccc1	24.4	-0.1	2.4%	-4.0	3.0	-4.7%	-2.6%	0.4	8.8%
O=C(COc1ccc(/C=N/NC(=O)c2ccncc2)cc1)Nc1ccccc1	-3.7	-0.7	-6.5%	2.2	-6.9	-23.6%	28.0%	-0.1	2.4%
O=C(CN1CCCCCCC1)Nc1ccc(Cl)cc1Cl	-12.9	0.9	1.7%	-0.4	-5.9	-3.9%	-7.7%	-0.1	-3.8%[57.1 µM]
CCOC(=O)c1ccc(NC(=S)NCc2cccnc2)cc1	-1.9	0.9	8.5%	-3.9	-3.6	-22.9%	1.8%	0.6	?
Cc1ccc(NC(=O)Cn2c(=O)c3ccccc3n3nncc23)cc1	.	-0.4	-8.8%	4.2	-5.8	-0.1%	-2.7%	-0.5	5.2%

Copied from the list:
Entry for CCOC(=O)c1ccc(NC(=S)NCc2cccnc2)cc1 under PI4K2A block: -3.9
Entry for O=C(COC(=O)c1cnccn1)Nc1ccccc1-c1ccccc1 under D2 antag: 24.4

Screens: PubChem, National Center for Advancing Translational Sciences (NCATS)
